Compound activity deposited in PubChem BioAssay by several laboratories.
C8 TRAIL sens = caspase-8 TRAIL sensitization. NB7+C8 cells + TRAIL, ATPlite viability luminescence. inhibition (viability loss, TRAIL sensitization), % at 10 µM. 360,000 compounds, 1% hits. AID 624354;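 active = compounds causing at least 50% loss of cell viability in the single-dose screen, relative to plate controls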
NCOA1 inh = inhibitors of human steroid receptor coactivator 1 (SRC1). Q15788. HEK293 GAL4-SRC1 luciferase reporter, luminescence. inhibition, % at 3.6 µM. 360,000 compounds, 0.12% hits. AID 588354;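 active = inhibition above the campaign mean plus 3 SD, with each screening campaign given its own cutoff, cut at about 60% in these data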;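 also: 0% = DMSO treated cells and 100% = gossypol at 36 µM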
TWEAK-Fn14 inh = TWEAK-Fn14 signaling inhibition; TWEAK-stimulated Fn14 reporter cells, luciferase luminescence, 8 h; 360,000 compounds, 2% hits; inhibition, % at 10 µM; AID 1159606; in the data active = inhibition above about 50%
TROY signal inh = blocks TROY-dependent signaling in reporter cells | Q293 LMP1-TROYcd NF-kB luciferase reporter, 4 h | inhibition, % at 10 µM | 360,000 compounds, 0.98% hits | AID 1347056;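 active = compounds whose plate-normalised and pattern-corrected inhibition of the luciferase reporter signal at the single screening dose is 50% or more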
CF NFkB block = cystic fibrosis NF-kB activation inhibition. KKLEB NF-kB-GFP reporter, PAF-induced, GFP fluorescence overnight. 360,000 compounds, 0.86% hits. inhibition, % at 5 µM;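 active = at least 50% inhibition at 5 µM, scaled per plate between neutral and stimulator controls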;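 also: PAF is a Pseudomonas aeruginosa culture filtrate used as stimulus; plate controls were PAF-stimulated DMSO wells for no effect and unstimulated DMSO wells for full effect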
SRC3 inh = inhibits human SRC3 coactivator | HEK293 GAL4-SRC3 luciferase reporter, luminescence | inhibition, % at 3.6 µM | 360,000 compounds, 0.17% hits | AID 588352;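 active = inhibition above a per-campaign cutoff, the mean of all compounds plus 3 SD, cut at about 60% in these data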;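 also: 0% = DMSO-treated cells and 100% = gossypol-treated cells at 36 µM; higher means less SRC3-driven luciferase light from the GAL4 reporter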
NR2F2 inh = inhibitors of human COUP-TFII (NR2F2); inhibition, % at 8.6 µM; P24468; HEK293T NGFI-A luciferase reporter, luminescence; 370,000 compounds, 0.7% hits;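 active = inhibition above a per-plate cutoff, mean inhibition of test wells between control levels plus 3 SD, cut at about 38% in these data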;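 also: cells cotransfected with COUP-TFII expression vector driving the NGFI-A reporter; 0% = median of COUP-TF2 test wells and 100% = reporter-only cells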
Target sequence (P24468 whole entry, looked up): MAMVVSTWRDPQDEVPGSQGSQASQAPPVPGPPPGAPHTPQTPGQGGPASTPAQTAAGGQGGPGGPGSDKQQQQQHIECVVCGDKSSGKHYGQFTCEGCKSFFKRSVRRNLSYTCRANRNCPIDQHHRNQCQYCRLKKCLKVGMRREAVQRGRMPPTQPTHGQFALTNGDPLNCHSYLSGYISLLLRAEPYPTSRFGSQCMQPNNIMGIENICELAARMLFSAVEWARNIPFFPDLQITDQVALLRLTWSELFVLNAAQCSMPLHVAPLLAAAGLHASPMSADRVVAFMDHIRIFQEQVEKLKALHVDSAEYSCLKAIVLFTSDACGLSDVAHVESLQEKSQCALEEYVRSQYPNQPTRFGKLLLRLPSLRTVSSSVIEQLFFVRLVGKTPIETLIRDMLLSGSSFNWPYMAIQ
EBV LMP1 NFkB = reduces LMP1-driven NF-kappaB luciferase signal; 350,000 compounds, 0.69% hits; inhibition, % at 12.5 µM; LMP1-induced NF-kappaB luciferase reporter cells, luminescence; in the data active = inhibition above about 41%;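 also: 0% = neutral control wells and 100% = reference inhibitor control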
Shn3 inh set2 = reduces Shn3 3'UTR luciferase signal in osteoblasts; Clone20 osteoblast Shn3 3'UTR firefly luciferase, 24 h; inhibition, % at 12.5 µM; 360,000 compounds, 0.52% hits;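 active = mean inhibition of at least 75% with every replicate also reaching 75%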;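 also: 0% = median of neutral control wells and 100% = pilot-screen positive control compound; some compounds past the cut are filed as inactive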
NR5A2 inv ag = NR5A2 inverse agonism in reporter assay; O00482; inhibition, % at 3.6 µM; 360,000 compounds, 0.13% hits; HEK293T StAR-luciferase reporter, LRH-1 transfected, 24 h;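 active = inhibition above the mean inhibition of all tested compounds plus 3 SD, cut at about 73% in these data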;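 also: 0% = DMSO wells and 100% = reporter-only cells lacking LRH-1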
Target sequence (O00482 whole entry, looked up): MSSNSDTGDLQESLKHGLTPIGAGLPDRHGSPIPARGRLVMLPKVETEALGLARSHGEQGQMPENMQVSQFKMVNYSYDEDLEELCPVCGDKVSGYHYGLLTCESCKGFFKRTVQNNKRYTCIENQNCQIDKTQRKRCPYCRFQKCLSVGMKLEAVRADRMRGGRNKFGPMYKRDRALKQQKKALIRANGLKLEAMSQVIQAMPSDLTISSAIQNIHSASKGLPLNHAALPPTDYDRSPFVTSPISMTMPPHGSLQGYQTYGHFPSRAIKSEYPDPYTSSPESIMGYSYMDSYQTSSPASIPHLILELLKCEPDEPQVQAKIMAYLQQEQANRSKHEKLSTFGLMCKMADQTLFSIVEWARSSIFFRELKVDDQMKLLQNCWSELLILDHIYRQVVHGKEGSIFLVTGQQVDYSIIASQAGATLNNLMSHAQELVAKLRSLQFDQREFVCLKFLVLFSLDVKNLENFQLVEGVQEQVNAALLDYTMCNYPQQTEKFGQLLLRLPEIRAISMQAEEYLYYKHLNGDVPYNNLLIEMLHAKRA
KKLEB tox = CF airway cell cytotoxicity counter-screen; AID 602141; 360,000 compounds, 0.36% hits; activity change (cytotoxicity), % at 5 µM; KKLEB CF airway cells viability, ATPlite luminescence, overnight; hits give low values; cells stimulated with P. aeruginosa culture filtrate;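 active = corrected activity change at or below -50% at 5 µM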
An asterisk follows results filed as active; · = no result given. Not all compounds are listed; count on the stated rates, not on these rows.

item	structure	C8 TRAIL sens	Shn3 inh set2	EBV LMP1 NFkB	TROY signal inh	NR2F2 inh	TWEAK-Fn14 inh	NR5A2 inv ag	SRC3 inh	CF NFkB block	KKLEB tox	NCOA1 inh
1	CCOC(=O)C1=C(COC(=O)CNC(=O)c2cc(OC)c(OC)c(OC)c2)NC(=O)NC1C (stereo not drawn)	-11	-2	-2	6	-28	13	-11	5	-34	14	6
2	C#Cc1ccc([C@H]2C=C(C(=O)O)O[C@@H](OCc3ccc(CO)cc3)C2)cc1	16	3	0	6	8	13	0	-4	-9	-9	-1
3	CSc1cc(C)[nH]c(=O)n1	-5	-18	-1	-7	-11	-15	-5	9	4	-23	-12
4	O=c1c2c(nc3cc(-c4ccccc4Cl)[nH]n13)CCS2	36	-65	-14	-2	-29	63*	-195	-78	2	-3	-127
5	Cc1nc2cccc(C(=O)NC3CCCCC3)c2o1	-1	-15	-6	3	9	4	-3	1	-8	2	-37
6	CCOC1=C2[C@H](c3ccccc3Cl)N(S(=O)(=O)c3ccc(C)cc3)C[C@H]2C(C#N)(C#N)C(C#N)(C#N)C1	-21	8	·	8	-2	12	-14	-9	32	-14	2
7	O=C(c1cn(-c2ccccc2)nc1-c1cc2ccccc2oc1=O)N1CCOCC1	-6	-10	-3	-4	-2	-1	2	5	-16	-25	-4
8	O=C(CCS(=O)(=O)Cc1ccccc1)NCC1CCCO1 (stereo not drawn)	8	13	4	-18	2	6	-2	7	0	6	7
9	Cc1cccc(NC(=O)Cc2noc3ccccc23)c1C	35	-34	-7	-47	-12	5	-15	-9	-18	-5	-5
10	COc1ccc(NC(=O)O/N=C/c2ccc(N(C)C)cc2)cc1	7	6	-8	-18	-35	-17	-3	-9	-17	6	-25

Molecules listed so far that contain a halogen, in the order listed:
item	structure	C8 TRAIL sens	Shn3 inh set2	EBV LMP1 NFkB	TROY signal inh	NR2F2 inh	TWEAK-Fn14 inh	NR5A2 inv ag	SRC3 inh	CF NFkB block	KKLEB tox	NCOA1 inh
4	O=c1c2c(nc3cc(-c4ccccc4Cl)[nH]n13)CCS2	36	-65	-14	-2	-29	63*	-195	-78	2	-3	-127
6	CCOC1=C2[C@H](c3ccccc3Cl)N(S(=O)(=O)c3ccc(C)cc3)C[C@H]2C(C#N)(C#N)C(C#N)(C#N)C1	-21	8	·	8	-2	12	-14	-9	32	-14	2

Compound profiles, as listed above. Screens in order: C8 TRAIL sens | Shn3 inh set2 | EBV LMP1 NFkB | TROY signal inh | NR2F2 inh | TWEAK-Fn14 inh | NR5A2 inv ag | SRC3 inh | CF NFkB block | KKLEB tox | NCOA1 inh
C#Cc1ccc([C@H]2C=C(C(=O)O)O[C@@H](OCc3ccc(CO)cc3)C2)cc1 is listed with 16 | 3 | 0 | 6 | 8 | 13 | 0 | -4 | -9 | -9 | -1
O=C(c1cn(-c2ccccc2)nc1-c1cc2ccccc2oc1=O)N1CCOCC1 is listed with -6 | -10 | -3 | -4 | -2 | -1 | 2 | 5 | -16 | -25 | -4

(cont.)
item	structure	C8 TRAIL sens	Shn3 inh set2	EBV LMP1 NFkB	TROY signal inh	NR2F2 inh	TWEAK-Fn14 inh	NR5A2 inv ag	SRC3 inh	CF NFkB block	KKLEB tox	NCOA1 inh
11	CC(C)=C1C2CCC1C1C(=O)N(c3nc(-c4ccccc4)c(C)s3)C(=O)C21 (stereo not drawn)	0	-5	-33	4	5	6	-13	-10	4	-7	6
12	C=Cc1ccc(Cn2c(C)c(C(=O)NCc3ccc4c(c3)OCCO4)sc2=O)cc1	0	3	·	37	17	13	8	16	-2	-24	-1
13	O=C(NCc1ccccc1)C1CCCN1C(=O)Nc1ccccc1[N+](=O)[O-] (stereo not drawn)	-11	-6	-3	9	19	4	-7	6	-1	0	-47
14	COc1ccc(-n2nnnc2SCC(=O)c2cc3ccccc3o2)cc1	-8	-13	3	12	-6	-14	6	5	4	10	-8
15	CCNC(=O)CC1C(=O)N(c2ccc(C)cc2)C(=O)N1CCc1sccc1C (stereo not drawn)	3	13	0	7	26	0	-1	3	0	7	-1
16	O=C1c2ccccc2C(=O)c2c1cccc2N1CCN(CCO)CC1	-4	28	1	35	9	16	12	13	-18	6	15
17	O=C(Nc1ccnn1C1CCN(Cc2ccc(CO)o2)CC1)c1ccccc1	11	12	-2	-4	8	1	23	19	-14	24	13
18	Cc1ccc(-c2nc3cc(N)ccc3o2)cc1Br	24	-65	-31	0	-14	25	-64	-118	-4	4	-126
19	CCOC(=O)c1[nH]c2cc(OC)c(OC)cc2c1NC(=O)CN(C)C1CCCCC1	13	9	5	-19	-5	-13	8	-3	3	7	1
20	COc1ccccc1N1CCN(S(=O)(=O)c2c(C(=O)N3CCOCC3)c(C)n(C)c2C)CC1	-9	-19	-10	8	-7	1	5	1	-1	3	-51
21	CCCCC(=O)NS(=O)(=O)c1ccc(N=NN2CCOCC2)cc1	-7	-9	0	-8	4	16	-5	8	-4	5	-17
22	CCCCSc1nnc(-c2ccc(C)cc2)o1	30	-59	-2	-56	-57	42	-145	-85	-4	4	-89
23	NC(=O)COC(=O)c1ccc(Cl)c(S(=O)(=O)N2CCCCCC2)c1	-5	-3	3	-1	7	-27	-1	17	-15	3	-30
24	O=C1CCC(=O)N1c1ccc(CSc2nc3ccccc3[nH]2)cc1	11	1	-1	-40	-6	-4	-23	-43	-1	2	-40
25	O=C(CCN1CCN(c2ccccc2F)CC1)Nc1ccccc1F	-1	-19	1	-36	-17	-10	-25	-9	-7	-1	-21
26	N#Cc1cccc(NC(=S)Nc2ccccc2)c1	6	-12	-2	-11	4	-9	-4	14	-22	2	-8
27	O=C(NCC1CCCO1)C(=O)NCC(c1ccco1)N1CCN(c2ccccc2F)CC1 (stereo not drawn)	5	-16	2	4	11	20	-2	9	4	11	-11
28	COc1ccc(CCN2C(=O)CC(C(N)=O)SC2=Nc2ccccc2)cc1 (stereo not drawn)	-6	23	4	1	-7	-1	-6	21	2	1	15
29	Cc1cccc(OC(=O)CN2C(=O)C3C4CCC(C4)C3C2=O)c1C (stereo not drawn)	-2	-1	1	5	-1	-11	1	3	12	-9	15
30	O=C(OCC(=O)c1ccc[nH]1)c1ccc(Br)cc1	1	0	17	-67	-9	-35	4	-1	-18	-27	14
31	CC1CCN(c2c(NCc3ccc(C(=O)N(C)C4CCCCC4)cc3)c(=O)c2=O)CC1	14	14	3	-20	13	-9	-4	12	-4	6	-14
32	Cc1csc(Cn2c(CN(C)C)nc3ccccc3c2=O)n1	5	3	3	3	9	-11	7	-4	11	-3	-6
33	C=CCNc1nc2ccccc2nc1NS(=O)(=O)c1ccc(F)cc1	4	0	4	5	-4	8	-7	1	10	-8	-67
34	CCc1noc(C)c1C(=O)N(CCC(C)C)c1c(N)n(Cc2ccccc2)c(=O)[nH]c1=O	-12	-1	1	-5	-1	-6	4	1	15	-3	-5
35	COCCCNC(=O)CCc1nnc(Cc2ccc(-c3ccccc3)cc2)o1	8	0	4	-11	-2	4	2	5	2	-4	-5
36	O=C(CN1CCOCC1)NC1CC2CCC1C2 (stereo not drawn)	-10	4	0	2	-2	-3	-16	12	6	4	-16
37	CC(C)CCN1CCN(Cc2coc3ccccc3c2=O)CC1CCO (stereo not drawn)	-2	6	2	1	3	-40	-13	-20	-21	9	10
38	C/C(=N\NC(=O)Cc1csc(N2CCOCC2)n1)c1ccccc1	6	19	-8	0	9	1	30	-2	6	-5	3
39	O=C(CCn1ccc2cc(S(=O)(=O)N3CCCC3)ccc21)NCCc1ccccc1	-2	-1	72*	-4	26	5	19	-2	-14	20	-31
40	COc1ccc(C(=O)Oc2coc(CSc3nnc(NC(=O)c4cccs4)s3)cc2=O)cc1	11	8	4	-4	8	-6	5	-4	6	2	3
41	CN(CCc1ccccc1)C(=O)c1[nH]c(C(F)(F)F)nc1-c1ccccc1	-8	-10	·	2	8	5	6	1	8	-16	-6
42	CN(C(=O)CN1C(=O)S/C(=C\c2ccc(F)cc2)C1=O)C1CCS(=O)(=O)C1 (stereo not drawn)	-12	7	-3	12	2	3	1	-1	14	12	14
43	Nc1c(C(=O)O)sc2nc(-c3ccccc3)cc(-c3ccc(Cl)cc3)c12	8	-3	-1	9	4	-6	-1	27	6	-3	8
44	CC1Cc2ccccc2N1C(=O)c1nn(C)cc1Br (stereo not drawn)	1	-2	-3	-12	14	0	5	-1	-12	4	-5
45	Cc1ccc(COC(=O)CN2C(=O)NC3(CCCCC3C)C2=O)cc1 (stereo not drawn)	16	-4	-2	-2	-5	15	-2	-7	23	6	-11
46	C/C(=N/NC(=O)CNC(=O)C(c1ccccc1)c1ccccc1)c1ccco1	-8	6	3	-1	12	-17	11	8	-5	-3	-14
47	CC(C)CN(CCNC(=O)c1cn(C)c2ccc(S(=O)(=O)N3CCCC3)cc2c1=O)CC(C)C	-3	-4	-2	-14	17	2	5	3	4	-10	13
48	O=C(Nc1ccc(Cl)cc1)N1CCN(c2ncccn2)CC1	-4	-4	2	-20	6	-4	-13	-6	-2	-4	-25
49	Cc1ccc(Oc2ccc(C(=O)NCc3ccncc3)cc2)cc1	35	63	4	29	74*	36	63	16	6	-16	26
50	COc1ccc(/C=C/CN2CCN(Cc3cccc(OC)c3)C(CCO)C2)cc1 (stereo not drawn)	-2	6	7	-2	-5	-6	7	1	-1	2	8
51	Cc1cccc2sc(NC(=O)C3CSC4(C)CCC(=O)N34)nc12 (stereo not drawn)	8	-6	11	9	13	18	8	-6	21	-17	-1
52	CN(CC(=O)Nc1ccccc1Br)C(=O)c1cccc(S(=O)(=O)N2CCc3ccccc32)c1	11	1	1	3	-4	2	-3	19	-30	13	-3
53	CCCCNC(=O)CSc1nc(CCC)nc2ccccc12	-6	-9	-13	8	-1	13	-8	7	26	-2	13
54	COc1ccc(-c2coc3c(C(=O)Nc4ccc(OC)nc4)cccc23)c(C)c1	1	30	·	25	29	45	1	-7	23	-7	-2
